Bioassay records as filed in PubChem.
K1F lysis inhibition: protection from phage-mediated lysis, alamar blue read-out – E. coli UTI89, K1F phage, bacterial capsule biogenesis inhibitors (AID 488966). E. coli UTI89 K1F phage lysis, alamar blue, 2 h; higher % means a stronger effect. one-dose inhibition, % at 100 µM; IC50 in µM for titrated hits. 340,000 compounds, 0.02% hits;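 active = phage lysis inhibition, versus mean bacterial control, above a set limit; inconclusive = no clear call, values can overlap the other calls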;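 also: capsule biogenesis inhibitors block K1F phage lysis so surviving cells raise fluorescence; higher fluorescence means more inhibition of phage lysis; actives were called in the ten point dose series up to 300 µM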
TNAP activators: stimulation of alkaline phosphatase TNAP activity – biochemical, luminescent, no phosphate acceptor, uHTS, primary screen (AID 1001). purified TNAP, luminescent activation assay, no phosphate acceptor; higher activation fold means a stronger effect. activation fold at 20 µM, or EC50 in µM where a hit was titrated. 200,000 compounds, 0.03% hits; in the data active = activation fold from about 3, or a potency from the dose series; inactive = the rest, 99 in 100 with activation fold below about 1.6; also: many of its hits are not listed in these tables
West Nile virus CPE: inhibition of WNV-induced cytopathic effect – cell-based, CPE readout (AID 1621); 290,000 compounds, 0.02% hits; CPE inhibition, % at 10 µM; hits with a dose series show IC50 in µM; West Nile virus-infected cells, CPE inhibition; higher % means a stronger effect; in the data active = a potency from the dose series; inconclusive = CPE inhibition mostly from about 3.7% at the one dose, without a potency; inactive = the rest, 99 in 100 with CPE inhibition below about 2.2%; also: strong numbers were not always called active
PMI inhibitors: MPI enzyme activity inhibition – biochemical, fluorescence intensity, coupled assay, primary screen (AID 1209). purified PMI enzyme, coupled fluorescence intensity; higher % means a stronger effect. inhibition, % at 20 µM, or IC50 in µM where a hit was titrated. 190,000 compounds, 0.42% hits;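 also: plate controls were DMSO vehicle for no effect and wells lacking substrate for full effect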
human PMI inhibitors: MPI inhibition at elevated mannose 6-phosphate – biochemical, fluorescence intensity, high mannose 6-phosphate, primary screen (AID 1220); recombinant PMI enzyme, coupled fluorescence intensity; higher % means a stronger effect; inhibition, % at 20 µM, or IC50 in µM where a hit was titrated; 190,000 compounds, 0.66% hits
RSV CPE inhibition: RSV antiviral activity via CPE protection, HEp-2 cells, primary 10 µM value included (AID 2391). 310,000 compounds, 0.13% hits. CPE inhibition, % at 10 µM; hits with a dose series show IC50 in µM. HEp-2 cells, RSV-induced CPE inhibition; higher % means a stronger effect; in the data active = a potency from the dose series; inconclusive = CPE inhibition mostly from about 23% at the one dose, without a potency; inactive = the rest, 99 in 100 with CPE inhibition below about 21%; also: strong numbers were not always called active
M1AAP inhibition: malaria alanyl aminopeptidase activity blockers – biochemical, fluorogenic H-Leu-NHMec substrate, 1536-well (AID 1445). 220,000 compounds, 0.42% hits. inhibition, % at 30 µM; hits with a dose series show IC50 in µM. recombinant M1AAP, H-Leu-NHMec fluorogenic kinetic assay; higher % means a stronger effect;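 active = primary inhibition above the hit cutoff, then over 50% inhibition at one or more dose response concentrations, cut at about 23% in these data, passing the limit was not always enough; inconclusive = conflicting primary data, or primary hits not chosen for dose response; inactive = low primary inhibition, or under 50% at every dose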;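 also: plate controls were DMSO full reaction for no effect and no enzyme background for full effect; strong numbers were not always called active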
M17LAP inhibition: P. falciparum M17LAP inhibitors, primary screen, biochemical, fluorogenic H-Leu-NHMec substrate, 1536-well (AID 1619). inhibition, % at 30 µM, or IC50 in µM where a hit was titrated. recombinant M17LAP, H-Leu-NHMec fluorogenic kinetic assay; higher % means a stronger effect. 220,000 compounds, 0.38% hits;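 active = compound inhibiting the enzyme by more than half at any dose during confirmatory dose-response retesting; inconclusive = strong single-dose inhibitors picked by rank but not retested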;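 also: plate controls were full reaction with DMSO carrier for no effect and no enzyme background for full effect; strong numbers were not always called active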
T cell modulator: T cell immune modulation candidate | 2C CD8+ T cell-vesicle binding, flow cytometry; active compounds read low | calls only at 7 µM | 330,000 compounds, 0.068% hits | AID 2052;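 active = response, share of CD8 T cells binding vesicles, and their 90th percentile fluorescence all below set limits, cut at about 80% in these data, passing the limit was not always enough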
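Benchmarks: naked versus QL9-loaded vesicles / Assay system: purified 2C TCR transgenic mouse naive CD8+ T cells / Technique: high-throughput flow cytometry with anti-B7-1 and anti-CD8 staining / Timing: Cell–vesicle co-incubation 1.5 h at 37 °C, staining 20 min on ice / Read-out: percent CD8+ FL2 mean versus row control / Probe or stimulus: QL9-loaded Drosophila micro-vesicles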
T cell modulator vesicle-bound %: recorded beside T cell modulator, whose call it bears; double positive events, %; measured here: CD8+ vesicle-bound cell fraction;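 binding gate set so that unloaded-vesicle control wells show 10% double positive cells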
Active calls of the source: *; i = inactive; ? = inconclusive; . = not tested or not shown; [ ] = dose if it differs, or a comment. Rule as the data show it, unless noted: active = inhibition above about 50%; inactive = the rest.

Each structure is followed by: K1F lysis inhibition | TNAP activators | West Nile virus CPE | PMI inhibitors | human PMI inhibitors | RSV CPE inhibition | M1AAP inhibition | M17LAP inhibition | T cell modulator | T cell modulator vesicle-bound %
- Cc1ccc(S(=O)(=O)N2CCCCC2)cc1C(=O)c1nccn1C
  -1.5% | 1 | -0.6% | 8% | 14% | 0.2% | 0% | 7% | i | 30
- Cc1ccccc1C(=O)N/N=C1/SCC(=O)N1Cc1ccccc1
  0.5% | 1.1 | -0.1% | 3% | 4% | 1.8% | 6% | 17% | i | 64
- COc1ccc(S(=O)(=O)Nc2ccc(Cc3ccncc3)cc2)cc1C
  1.0%[50 µM] | . | -0.7% | . | . | 7.8% | . | . | i | 22
- Cn1c(=O)c2c(O)c(Cc3ccccc3)c(=O)n(C)c2n(C)c1=O
  -1.3% | . | -0.2% | . | . | -0.4% | . | . | i | 26
- CCOC(=O)N1CCN(C(=O)c2ccc(N(Cc3ccc(Cl)cc3)S(C)(=O)=O)cc2)CC1
  0.2% | . | -1.3% | . | . | 4.1% | . | . | i | 63
- S=C1NCCNC(=S)NCCOCCOCCN1
  . | 1.2 | 0.2% | 3% | 1% | 0.4% | 6% | 2% | i | 28
- Cc1cccc(Cn2c(C)c(C)c3cc(C(=O)NCCN4CCOCC4)ccc32)c1
  -0.1% | . | 0.5% | . | . | 0.6% | . | . | i | 4
- COc1ccccc1NC(=S)N(Cc1ccco1)Cc1cc2cc(C)c(C)cc2[nH]c1=O
  1.7% | 1.2 | -0.5% | 22% | 13% | 4.6% | 1% | -11% | i | 18
- CCCCC(C(=O)NC1CCCC1)N(C(=O)c1snc(C(N)=O)c1N)c1ccc(OCC)cc1 (stereo not drawn)
  -0.1% | . | -0.9% | . | . | 9.5% | . | . | i | 24
- CCOC(=O)COn1c(=O)c(C)[n+]([O-])c2ccccc21
  3.1% | 1.1 | -0.5% | 5% | 6% | 0.4% | -18% | -3% | i | 37
- COc1ccc(NC(=O)C2CCCN(S(=O)(=O)c3cccc4nonc34)C2)cc1 (stereo not drawn)
  7.4% | 1.1 | -1.0% | -2% | -6% | 1.1% | 8% | -8% | i | 11
- COc1ccc(CNC(=O)C(OC(=O)c2ccco2)c2ccccc2F)cc1 (stereo not drawn)
  0.4% | . | -0.6% | . | . | 2.6% | . | . | i | 50
- CC(=O)c1ccc(-c2ccc(Cn3c(C)nc4cc(N)c(C)nc43)cc2)cc1
  0.0% | 1 | 1.2% | . | . | 8.1% | 6% | 7% | i | 25
- CCOC(=O)C1CCN(S(=O)(=O)c2ccc(NC(=O)c3ccco3)cc2)CC1
  -0.3% | . | 0.9% | . | . | 17% | . | . | i | 5
- C=CCN(c1ccccc1)S(=O)(=O)c1cc2c(cc1C)NC(=O)CO2
  2.5% | . | -0.9% | . | . | 2.5% | . | . | i | 41
- CCCCN(CCCNC(=O)CN1C(=O)COc2ccc(S(=O)(=O)N3CCC(C)CC3)cc21)Cc1ccccc1
  0.0% | . | -0.1% | . | . | -1.6% | . | . | i | 19
- Cc1ccc2[nH]c3c(c2c1)CN(C(=O)CN1CCCc2ccccc21)CC3
  0.0% | 0.9 | -0.5% | -45% | -28% | 5.2% | 9% | 18% | i | 25
- O=C(CSc1nnc(SCc2ccccc2Cl)s1)N/N=C/c1ccc(C(=O)O)cc1
  0.0% | . | 0.7% | . | . | -1.1% | 1% | 9% | i | 29
- O=C(COC(=O)c1ccccn1)Nc1ccc2c(c1)OCO2
  -0.6% | 1 | 0.1% | 9% | 23% | 0.2% | 0% | 1% | i | 28
- CC1CCCCN1Cc1ccc(-c2nnn(CC(=O)NC3CCCCC3)n2)cc1 (stereo not drawn)
  0.1% | 1.1 | 0.0% | 0% | -1% | -0.7% | 7% | 0% | i | 11
- COc1ccccc1/C=N/NC(=S)NCc1ccco1
  -0.5% | . | -0.3% | . | . | 2.8% | 4% | -3% | i | 21
- CCc1ccccc1N(CC(=O)O)S(C)(=O)=O
  5.5% | 1.1 | 0.5% | -2% | -5% | 0.4% | 14% | 13% | i | 33
- Cc1nc(-c2ccncc2)nc(NCCNc2ncccc2C(F)(F)F)c1Cl
  -0.6% | . | -0.3% | . | . | ? | -1% | 1% | i | 27
- Cc1nc(-c2ccc(Cl)cc2)sc1C1(C)CC(c2ccccc2F)=NO1 (stereo not drawn)
  1.2% | . | -0.3% | . | . | 0.4% | 2% | 10% | i | 6
- COc1ccc(/C(C)=N/NC(=O)OC(C)(C)C)cc1[N+](=O)[O-]
  -0.7% | . | 0.2% | . | . | 1.0% | 4% | 7% | i | 36
- Cc1cc(C(=O)N(C)C2CCCCC2)no1
  0.0% | . | -0.2% | . | . | 0.8% | . | . | i | 21
- CC(C)Oc1cccc(C(=O)C2CCCN(Cc3cnn(C(C)C)c3)C2)c1 (stereo not drawn)
  1.1% | 1 | -1.2% | -6% | 1% | 0.5% | 4% | 0% | i | 40
- O=C(CCc1nc2ccccc2[nH]1)Nc1ccccc1F
  -1.5% | 1 | 0.1% | 2% | -3% | 3.1% | 0% | 0% | i | 33
- COc1ccc(NC(C)C(=O)N/N=C/c2ccccc2OCc2cccc(Br)c2)cc1 (stereo not drawn)
  0.1% | 1.1 | -1.2% | 12% | 24% | 2.1% | 9% | 4% | i | 42
- COc1ccc(S(=O)(=O)N(CC(=O)NC(C)C)Cc2ccccc2)cc1
  0.7% | 0.9 | -0.3% | 2% | -4% | 0.2% | -1% | 2% | i | 15
- CCOC(=O)c1ccc(N(C(=O)c2cnccn2)C(C(=O)NC2CCCCC2)c2cn(C)nc2C)cc1 (stereo not drawn)
  0.1% | 1 | -0.5% | -13% | -11% | 2.3% | -1% | -12% | i | 35
- CC(=O)N1CCc2cc(S(=O)(=O)CCC(=O)NCCc3ccc(C)cc3)ccc21
  0.0% | . | -0.3% | . | . | 2.1% | . | . | i | 50
- CCCC1(C(=O)OC)NC(c2ccco2)C2C(=O)N(c3ccc(C)cc3)C(=O)C21 (stereo not drawn)
  0.3% | 1.1 | -0.6% | 9% | 3% | 0.4% | -1% | -7% | i | 36
- Cc1cc[n+](-c2[nH]c(=O)sc2/C=N/NC([S-])=Nc2ccccc2)cc1C
  0.4% | 0.9 | -0.4% | 11% | 12% | 1.1% | 14% | 23% | i | 16
- Brc1ccc(-c2nc(-c3cccnc3)no2)o1
  2.0% | 1.1 | 0.2% | 6% | 4% | -0.1% | 8% | -3% | i | 38
- CC12CCC(=O)N1C(C(=O)Nc1cc(Cl)ccc1N1CCOCC1)CS2 (stereo not drawn)
  -0.1% | . | -0.2% | . | . | 1.7% | . | . | i | 62
- CNS(=O)(=O)c1cc(OC)c(OC)cc1CC(=O)OC
  -0.2% | 1.1 | -0.1% | -12% | -5% | 0.0% | 4% | -3% | i | 59
- CNC(=O)C(=O)NCC(c1cccs1)S(=O)(=O)c1ccc(F)cc1 (stereo not drawn)
  -0.2% | . | 0.0% | . | . | -0.3% | . | . | i | 12
- CCc1nc(NCCC(C)C)c(C#N)c2c1CCCC2
  0.6% | 1 | 0.0% | 11% | 11% | -1.6% | 4% | 5% | i | 27
- O=c1cnnc(Nc2ccc(Cl)c(C(F)(F)F)c2)[nH]1
  -0.3% | 1 | 0.1% | -10% | 3% | 0.2% | 8% | 3% | i | 54
- Cc1ccc(S(=O)(=O)N(C#N)c2nc(C)cc(C)n2)cc1
  3.6% | 1 | 0.0% | -16% | -21% | -0.3% | 7% | 5% | i | 4
- CCSc1nc(C)nc2c1oc1ccccc12
  0.2% | 1.1 | -0.2% | 23% | 16% | 1.7% | 11% | -6% | i | 19
- CC1CCCCC1NCC(=O)NCc1ccc(F)cc1 (stereo not drawn)
  0.1% | 1.1 | -0.7% | -9% | -10% | -1.5% | -1% | 7% | i | 47
- O=C(NNc1nc2c(F)cccc2s1)c1cc(=O)c2ccccc2o1
  0.2% | 2 | . | -14% | 7% | 1.0% | -7% | 7% | i | 43
- Nc1nc(Nc2ccccc2)nc2c1ncn2[C@@H]1O[C@H](CO)[C@@H](O)[C@H]1O
  0.7% | . | 0.2% | . | . | -1.2% | . | . | i | 33
- COC(=O)c1ccc(C2CC(=O)NC3=C2C(=O)CCC3)cc1 (stereo not drawn)
  -0.1% | 1.1 | -0.1% | -6% | -9% | 1.5% | -1% | 9% | i | 48
- Cc1noc(NS(=O)(=O)c2ccc(NC(=O)c3oc4ccc(Cl)cc4c3C)cc2)c1C
  -0.4% | . | 0.0% | . | . | ? | . | . | i | 9
- COc1ccc(S(=O)(=O)N2CCOCC2)cc1NC(=O)COC(=O)C1=COCCO1
  0.3% | . | -0.1% | . | . | -0.1% | . | . | i | 50
- CCOP(=O)(c1ccc(N(C)C)cc1)C(O)c1ccccc1F (stereo not drawn)
  -0.1% | . | -0.5% | . | . | 1.8% | . | . | i | 18
- O=C(NC1CC1)C1=C[C@H](c2ccc(C(F)(F)F)cc2)C[C@H](OCc2ccc(CO)cc2)O1
  -0.2% | 1.1 | -1.5% | 11% | 21% | -0.4% | 4% | 0% | i | 34
- CCCSc1cc(N2CCN(C)CC2)nc(-c2ccc(OC)cc2)n1
  -1.0% | 1 | -0.2% | 14% | 9% | -2.2% | 5% | -9% | i | 41
- Nc1ccc(-c2c3ccc(=O)cc-3oc3cc(O)ccc23)cc1C(=O)O
  0.2% | . | 0.1% | . | . | 0.5% | . | . | i | 61
- CC(=O)c1ccc(S(=O)(=O)N2CCc3ccccc3C2)cc1
  0.1% | . | -1.2% | . | . | 12% | . | . | i | 23
- COc1ccc(CNC(=O)CN2C(=O)COc3ccc(S(=O)(=O)N4CCOCC4)cc32)cc1
  0.3% | . | -0.4% | . | . | 0.8% | . | . | i | 11
- CSc1sc(-c2ccnc(SCCS(C)(=O)=O)n2)c(-c2ccccc2)c1C#N
  1.1% | . | 0.1% | . | . | 3.0% | 2% | 3% | i | 30
